Screening data as filed in PubChem BioAssay.
GLP-1R inv ag: qHTS of GLP-1 Receptor Inverse Agonists (Inhibition Mode); Glucagon-like peptide 1 receptor (Homo sapiens), P43220; HEK293 GLP-1R CRE-luciferase, luminescence, 24 h; GLP-1R form is constitutively active; Potency, µM (doses to about 38.3 µM), without a hit: at the top dose activity change, negative = inhibition, hits mostly inhibitors; 1.6% of 410,000 active; AID 624417, 2012; note: potency is the fitted concentration of half-maximal effect; % is set by controls: 0 for no effect and ±100 for the full control effect; nearly all actives have a fitted effect of over 55% in size
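Readout was luciferase luminescence, measured 12 min after detection reagent at room temperature. Beforehand, GLP-1R reporter HEK293 cells had sat 12 h, then received compounds for 24 hr at 37 deg C.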
aSyn yeast inh: qHTS of alpha-syn Inhibitors; Yeast expressing alpha-synuclein, growth rescue, BacTiter-Glo, 24 h; Potency, µM (titrated, usually from 46.1 µM), for inactives: at the top dose growth rescue (activation), most hits filed as activators; 0.14% of 370,000 active; AID 652106, 2013; note: potency is the fitted concentration of half-maximal effect; % of control where 0% means no effect; nearly all actives have a fitted effect of over 65% in size
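Rescue of yeast growth: cells expressing toxic alpha-synuclein, induced in galactose at OD600 0.02, incubated with compound 24 h at 30 C. ATP luminescence quantified growth; inhibitors of toxicity appear as activators.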
DRD3 antagonist: qHTS of D3 Dopamine Receptor Antagonist: qHTS; D(3) dopamine receptor (Homo sapiens), P35462; D3R cells, DiscoveRx beta-arrestin luminescence, antagonist mode; active compounds read low; max response, negative = inhibition, %; 2.5% of 360,000 active; in the data active = max response below about -50%; inconclusive = no clear call, values can overlap the other calls; note: % is set by controls: 0 for no effect and ±100 for the full control effect; mostly tested at two doses, the higher about 12 µM
Target sequence (P35462 whole entry, looked up): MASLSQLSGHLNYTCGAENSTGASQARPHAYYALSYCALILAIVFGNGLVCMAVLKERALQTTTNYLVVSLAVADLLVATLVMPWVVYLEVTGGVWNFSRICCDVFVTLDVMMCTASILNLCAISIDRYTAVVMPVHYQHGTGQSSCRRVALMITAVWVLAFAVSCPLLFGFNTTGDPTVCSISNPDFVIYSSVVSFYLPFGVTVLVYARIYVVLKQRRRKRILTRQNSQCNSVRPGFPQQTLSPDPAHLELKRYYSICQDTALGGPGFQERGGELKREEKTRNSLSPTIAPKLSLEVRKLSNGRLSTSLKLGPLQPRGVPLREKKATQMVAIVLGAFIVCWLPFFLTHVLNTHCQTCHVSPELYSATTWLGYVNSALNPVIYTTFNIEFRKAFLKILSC
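Cells expressing the human receptor were seeded at 1500 cells/well, incubated overnight at 37 degrees C in 5% CO2, then exposed to library compounds with dopamine controls for 90 minutes at 37 degrees C before luminescent detection.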
GLP1R cytotox: qHTS of GLP-1 Receptor Inverse Agonists: Cytotox Screen. Potency, µM (series often up to 38.3 µM), without a hit: at the top dose activity change, negative = inhibition, actives largely listed as inhibitors. AID 624418, 2012. HEK293 cAMP-luciferase reporter cells, luminescence, 24 h. 0.13% of 410,000 active;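 note: loss of luciferase light is scored as toxicity; potency is the fitted concentration of half-maximal effect; % is set by controls: 0 for no effect and ±100 for the full control effect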
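To flag toxic compounds, the library was rerun on cells for 24 hr at 37 deg C and 5% CO2. Viability-linked luminescence was captured 12 min after adding luciferase detection reagent.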
KB-V1 cytotox: qHTS assay for MDR1-selective chemotherapeutics: Primary screen using the drug-selected MDR subline cells KB-V1. KB-V1 MDR cells viability, CellTiter-Glo, 72 h. 3.4% of 400,000 active. AID 1347076, 2019. Potency, µM (highest dose often 46.1 µM), for inactives: top-dose activity change, negative = cytotoxicity, most hits filed as cytotoxic; note: potency is the fitted concentration of half-maximal effect; % is set by controls: 0 for no effect and ±100 for the full control effect; nearly all actives have a fitted effect of over 60% in size
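KB-V1 MDR subline cells in DMEM (phenol-red free, 10% FBS) exposed to compounds in qHTS concentration series for 72 h at 37 degrees C. Viability read by CellTiter-Glo luminescence; concentration-effect curves fitted after normalization and correction.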
PTHR1 ag: qHTS for PTHR1 Agonists: Primary Screen; Parathyroid hormone/parathyroid hormone-related peptide receptor (Homo sapiens), Q03431; HEK293 GP2 PTHR1 cells, GloSensor cAMP luminescence, 1 h; Potency, µM (titrated, usually from 115 µM), without a hit: at the top dose activation, hits mostly activators; 0.075% of 410,000 active; note: potency is the fitted concentration of half-maximal effect; nearly all actives have a fitted effect of over 55% in size; some results filed as inactive show a strong effect at the top dose; inactives centre near -15; many of its hits are not listed in these tables
Target sequence (Q03431 whole entry, looked up): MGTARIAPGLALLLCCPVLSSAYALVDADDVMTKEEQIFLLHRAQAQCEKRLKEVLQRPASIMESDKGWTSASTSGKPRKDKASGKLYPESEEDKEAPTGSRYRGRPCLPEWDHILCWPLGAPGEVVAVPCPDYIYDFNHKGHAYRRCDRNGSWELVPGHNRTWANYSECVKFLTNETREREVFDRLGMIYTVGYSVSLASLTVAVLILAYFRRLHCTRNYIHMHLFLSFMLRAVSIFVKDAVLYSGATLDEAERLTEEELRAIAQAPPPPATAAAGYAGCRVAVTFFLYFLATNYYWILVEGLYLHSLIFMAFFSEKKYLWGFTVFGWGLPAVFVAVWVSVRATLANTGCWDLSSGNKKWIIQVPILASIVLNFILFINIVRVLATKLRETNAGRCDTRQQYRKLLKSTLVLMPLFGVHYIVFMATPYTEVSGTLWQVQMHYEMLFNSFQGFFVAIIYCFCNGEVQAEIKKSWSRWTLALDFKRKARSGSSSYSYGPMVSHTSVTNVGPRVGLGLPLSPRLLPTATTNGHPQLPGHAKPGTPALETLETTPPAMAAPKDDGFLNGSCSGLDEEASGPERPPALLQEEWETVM
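HEK-293-derived GP2 cells expressing PTHR1 and a GloSensor cAMP reporter, 3,000/well, plated overnight, given luciferin plus IBMX (each 0.5 mM as added) for 1 h at 37 °C, then compound for 1 h at 37 °C. Luminescence was read after 15 min at room temperature.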
DRD3 agonist: qHTS of D3 Dopamine Receptor Agonist: qHTS | D3R DiscoveRx beta-arrestin cells, luminescence, 90 min | max activation, % | 0.58% of 410,000 active | AID 652048, 2013; in the data active = max activation above about 30%; note: 0% is about no effect; mostly tested at two doses, the higher about 12 µM
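Agonist mode: compounds and dopamine controls were applied to plated cells for 90 min at 37 degrees C after an overnight attachment at 1500 cells/well. Luminescent read-out followed 30 - 60 minutes at room temperature with DiscoveRx detection reagent.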
TDP-43 yeast inh: qHTS of TDP-43 Inhibitors; 1.8% of 410,000 active; Potency, µM (highest dose often 46.1 µM), for inactives: top-dose growth rescue (activation), hits mostly activators; TDP-43 expressing yeast growth rescue, BacTiter-Glo, 24 h; note: potency is the fitted concentration of half-maximal effect; % of control where 0% means no effect; nearly all actives have a fitted effect of over 50% in size
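Galactose-induced TDP-43 yeast, OD600=0.02, compound pinned; 24 hr, 30 deg C; BacTiter-Glo luminescence for growth. Inhibitors of TDP-43 toxicity read as activators.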
GLP1R ag: qHTS of GLP-1 Receptor Agonists; HEK293 GLP-1R CRE-luciferase, luminescence, 4-6 h; cells express a hypersensitive GLP-1R form; AID 624172, 2012; Potency, µM (doses to about 45.6 µM), for the others: at the top dose activation, actives largely listed as activators; 0.007% of 380,000 active; Glucagon-like peptide 1 receptor (Homo sapiens), P43220; note: potency is the fitted concentration of half-maximal effect; % of control where 0% means no effect
* marks the source's active call; other numbers are inactive results; i = inactive; ? = inconclusive; · = no result given; [ ] = another dose, or the depositor's remark. Unless noted, calls come from the whole dose curve; as a rule, active = well fitted curve in the direction sought with a large enough effect; inconclusive = small, poorly fitted or top-dose-only effect, or another doubt; inactive = no such curve, though single readings can be large; an effect the other way counts as inactive or inconclusive. Not all compounds are listed, so the mix of outcomes need not match the whole.

SMILES	GLP-1R inv ag	aSyn yeast inh	DRD3 antagonist	GLP1R cytotox	KB-V1 cytotox	PTHR1 ag	DRD3 agonist	TDP-43 yeast inh	GLP1R ag
O=C(/C=C/C(Cl)(Cl)Cl)Nc1ccc(Cl)cc1	?	-24.8%	6.8	?	?	-28.5%	-3.5	?	-9.7%
COc1ccc(OC)c(C(=O)c2ccc(C(=O)Nc3cccc4ccccc34)cc2)c1	41.8%[activator]	-4.9%	-14.5	-2.1%	-15.3%	-6.2%	-3.9	16.2%	-9.5%
O=C(O)C1C2C=CC(C2)C1C(=O)N1CCN(CCO)CC1 (stereo not given)	5.3%	-5.2%	14.8	3.1%	0.6%	i	2.7	18.0%	1.1%
Cn1nnnc1SCC(=O)Nc1cccc(S(=O)(=O)N2CCCC2)c1	-0.7%	0.0%	0.6	2.9%	12.0%	i	-1.5	8.2%	9.8%
COc1cccc2sc(NC(=O)CS(=O)(=O)c3ccc(C)cc3)nc12	1.2%	·	·	16.5%	2.0%	i	1.2	2.9%	·
COc1ccc(NC(=O)CN(C)C(=O)c2cccc(S(=O)(=O)Nc3ccc(F)cc3)c2)cc1	-15.3%	-0.8%	-7.0	0.7%	-29.2%	-16.2%	-5.5	0.9%	-1.2%
CCN(CC(=O)NC1CCS(=O)(=O)C1)c1nc(-c2cccnc2)nc2ccccc12 (stereo not given)	0.3%	-0.9%	6.4	1.5%	?	i	4.2	9.5%	-0.4%
CCCCCCC1CC(CC(=O)Nc2ccc([N+](=O)[O-])cc2)C(=O)O1 (stereo not given)	?	5.0%	?	-6.7%[1.53 µM]	?	-52.1%[inhibitor]	-21.4	9.0%	2.0%
CCOc1ccc(N2C(=O)CC(N(CCc3ccccc3)C(=O)/C=C/C(=O)O)C2=O)cc1 (stereo not given)	2.1%[7.66 µM]	-77.5%[inhibitor]	-3.9	7.4%[7.66 µM]	7.8%	i	-0.4	11.7%[9.22 µM]	4.3%
N#CCOC(=O)/C=C/c1ccc2c(c1)OCO2	6.8%	0.3%	-1.8	-6.9%	-2.2%	-21.6%	-3.6	-0.7%	2.9%
c1ccc(Nc2ccc(-n3ccnc3)nn2)cc1	55.1%[activator]	-4.2%	6.7	-11.8%	-7.8%	i	5.5	8.8%	6.2%
CC1CCCN(C(C(=O)Nc2ccc(C(C)C)cc2)c2ccc3c(c2)OCO3)C1 (stereo not given)	?	1.0%	0.0	9.7%	?	-26.1%	-12.5	-9.0%	-4.6%
Cc1ccc(NC(=O)CSc2nc(-c3ccccc3Cl)nc3cc(=O)[nH]n23)c(C)c1	-15.5%	·	·	-6.0%	23.4%	i	-16.6	6.1%	·
Cc1cccc(CN(CC(=O)N/N=C/c2cccs2)S(=O)(=O)c2ccc(Cl)cc2)c1	8.91µM*	7.8%	1.8	-19.4%	0.0%	i	4.5	-0.7%	1.8%
COc1ccc(C(=O)CC(=O)C(=O)Nc2ccccc2Cl)cc1	8.7%	-0.6%	15.8	2.2%	-26.2%	-4.2%	18.4	-4.6%	14.4%
Cc1ccc(C(=O)c2ccccc2C(=O)OCC(=O)Nc2ccc(SC(F)F)cc2)cc1	8.91µM*	6.3%	1.1	7.4%	11.6µM*	-20.6%	-3.2	4.2%	-6.8%
Cc1nc(C)c(C(=O)OC(C)C(=O)Nc2ccc(F)cc2)s1 (stereo not given)	15.7%	2.0%	1.2	2.2%	8.2%	-39.3%[inhibitor]	0.0	21.8%	8.7%
COC(=O)N/N=C(\C)c1ccc2ccccc2c1OC(F)F	20.0%	1.4%	0.4	1.2%	-2.1%	i	-1.0	21.9%	-1.5%
O=[N+]([O-])c1ccc2nc(CCCO)[nH]c2c1	11.7%	-3.8%	-10.5	5.0%	61.8%	-1.6%	20.6	-18.5%	-0.8%
CCc1ccc(NC(=O)C(=O)NCC(c2cccnc2)N2CCc3ccccc3C2)cc1 (stereo not given)	?	·	·	-1.0%	?	-28.4%	8.2	24.2%	·
CS(=O)(=O)N1CCN=C1SCc1ccc([N+](=O)[O-])cc1	10.1%	0.9%	2.8	3.2%	2.1%	i	0.2	?	3.3%
COc1cc(C(=O)N/C(=C\c2cn(S(=O)(=O)N(C)C)c3ccccc23)C(=O)N2CCCC2)cc(OC)c1OC	-7.2%	4.2%	2.4	-3.9%	-8.7%	i	1.7	9.1%	9.7%
O=[N+]([O-])c1cccc(COc2ccc(CN3CCCCC3)cc2)c1	-33.0%	3.9%	?	-4.5%	0.0%	-27.4%	-19.4	-7.4%	15.2%
CC(C)N(C1=N/C(=C\c2ccco2)C(=O)N1c1ccccc1)C(C)C	?	-1.0%	0.2	69.5%[activator]	-0.4%	-23.8%[57.5 µM]	-0.4	-1.8%	-8.9%
COc1ccc(/C=N/NC(=O)c2[nH]c3ccc(Br)cc3c2-c2ccccc2)cc1	-77.5%	3.1%	-13.5	?	1.03µM*	-8.2%	-3.3	4.3%	?

Compound profiles, from the list above. Screens in order: GLP-1R inv ag, aSyn yeast inh, DRD3 antagonist, GLP1R cytotox, KB-V1 cytotox, PTHR1 ag, DRD3 agonist, TDP-43 yeast inh, GLP1R ag
Entry for `COC(=O)N/N=C(\C)c1ccc2ccccc2c1OC(F)F` → 20.0%, 1.4%, 0.4, 1.2%, -2.1%, i, -1.0, 21.9%, -1.5%
Entry for `COc1ccc(NC(=O)CN(C)C(=O)c2cccc(S(=O)(=O)Nc3ccc(F)cc3)c2)cc1` → -15.3%, -0.8%, -7.0, 0.7%, -29.2%, -16.2%, -5.5, 0.9%, -1.2%

The results go on:
SMILES	GLP-1R inv ag	aSyn yeast inh	DRD3 antagonist	GLP1R cytotox	KB-V1 cytotox	PTHR1 ag	DRD3 agonist	TDP-43 yeast inh	GLP1R ag
O=C(O)c1ccc2c(=O)[nH]c(CCl)nc2c1	9.9%	-0.9%	-7.8	3.5%	-13.3%	i	-8.8	-19.4%	11.4%
COc1cccc(NC(=O)CSc2nnc(CNC(=O)c3ccco3)n2C)c1	3.5%	4.0%	3.0	0.4%	15.8%	-0.7%	6.2	-26.0%	9.2%
N#CC1=C2Nc3ccccc3N2C(=O)NC1(c1ccccc1)C(F)(F)F (stereo not given)	11.5%	-4.4%	14.8	-9.5%	10.6%	-7.9%[57.5 µM]	1.8	4.7%	-13.9%
O=C(C[C@@H]1NS(=O)(=O)OC2CCCCC21)c1ccccc1 (stereo not given in full)	8.1%	0.3%	1.3	0.9%	11.7%	-21.9%	-13.5	-0.3%	0.8%
O=C(CN(CCc1ccccc1)C(=O)CNS(=O)(=O)c1ccc(F)cc1)NCc1ccco1	-3.7%	-1.1%	-4.1	4.7%	-5.8%	i	-0.1	14.7%	-0.3%
CC(NC(=O)C(=O)NCCN1CCN(C(=O)c2ccc([N+](=O)[O-])cc2)CC1)c1ccccc1 (stereo not given)	-14.6%	-0.2%	-2.4	-6.8%	6.7%	i	15.5	-2.3%	10.1%
COc1ccc(NC(=O)C2(c3ccc(NC(=O)c4ccc(OC(C)=O)cc4)cc3)CCCC2)cc1	-19.6%	0.0%	?	-12.3%	3.5%	i	-18.0	-27.2%	-2.5%
Cc1cccc(-c2noc(CN(C(=O)c3ccc(Br)o3)C(C)C)n2)c1	?	1.4%	7.9	20.2%	?	i	0.3	26.1%	-3.3%
COc1ccccc1NC(=O)C1=C(C)Nc2nc(-c3ccco3)nn2C1c1cccc(C)c1 (stereo not given)	-24.7%	·	·	-6.7%	-1.4%	-20.4%	0.0	?	·
O=C(C(Cc1ccccc1)n1cccc1)N1CCCCC1 (stereo not given)	-8.5%	3.1%	-9.3	0.7%	0.4%	-18.3%	-1.8	24.3%	15.9%
Cc1ccccc1Nc1nc(N)nc(CSc2ccccc2)n1	-16.0%	8.7%	-11.5	9.4%	-12.7%	-13.5%	-4.6	19.8%	17.3%
O=C(Nc1ccc(N2CCOCC2)cc1)c1cc2c(s1)CCCCC2	?	-2.8%	0.0	-8.8%	4.5%	-26.2%	-20.4	-14.4%[0.397 µM]	17.2%
Cc1ccc(NC(=O)Nc2ccc3c(c2)OCO3)cc1F	-0.6%	5.2%	0.1	-12.2%	22.3%	-3.0%	0.2	3.7%	0.9%
CCOc1ccc(S(=O)(=O)NCCCn2ccnc2)cc1	-11.1%	1.8%	10.3	0.4%	?	-43.7%[inhibitor]	5.1	20.5%	-6.3%
COc1ccc(N/C(C)=C2/C(=O)C(=O)N(CCO)C2c2ccc(Br)cc2)cc1 (stereo not given)	0.0%	-10.7%	?	-30.9%	5.9%	i	-3.9	17.3%	-4.4%
CCOc1ccccc1C(=O)Nc1nncs1	69.2%[activator]	8.4%	-12.9	10.6%	0.0%	i	-4.2	?	11.1%
Cc1ccc(C(C)C)c(OCCSc2nc(-c3cccs3)nc3cc(=O)[nH]n23)c1	3.0%	·	·	-13.4%	-14.2%	i	-6.0	-20.4%	·
CC1(C)Cc2cccc(OCC(=O)NCCc3ccc(S(N)(=O)=O)cc3)c2O1	22.4%	-0.1%	15.0	-14.2%	25.9µM*	-7.0%	10.3	22.1%	8.1%
O=c1c2ccccc2nc(SCc2cc(F)ccc2F)n1C1CCCC1	1.2%	-6.4%	?	-8.1%	?	i	2.8	2.3%	3.0%
CCN1CCN(c2ccc(S(=O)(=O)N3CCOCC3)cc2NC(=O)c2ccc(C)c(C)c2)CC1	9.9%	-3.9%	-8.7	9.9%	-16.2%	i	-14.7	6.5%	-4.3%
O=C(COC(=O)COc1ccc(Nc2ccccc2)cc1)NCc1ccco1	7.3%	3.0%	-21.0	2.1%	6.7%	-1.5%[57.5 µM]	3.4	2.8%	-12.0%
